Bioassay records from PubChem BioAssay.
RGS4 inhibitor: blocks human RGS4-accelerated GTP hydrolysis; P49798; actives 0.039% (n = 390,000); Transcreener GDP fluorescence polarization, RGS4-accelerated GTP hydrolysis; Potency, µM (doses to about 114 µM), inactives show top-dose activity change, negative = inhibition, hits mostly inhibitors; AID 504845; also: potency is read from the fitted curve at half-maximal effect; % is scaled to controls: 0 for no effect and ±100 for the full control effect; nearly all actives have a fitted effect of over 75% in size; some results filed as inactive show a strong effect at the top dose
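MLSMR compounds (23 nl, pin-transferred) preincubated 10 min at room temperature with a 500nM (2x) first reagent, then RGS4 at 900nM (2x) plus Transcreener GDP mix added; fluorescence polarization (620/688 nm) read before and after 90 min at 30 °C.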
ALOX12 inh: inhibitors of human 12S-lipoxygenase ALOX12; P18054; purified 12hLO, xylenol orange hydroperoxide absorbance; Potency, µM (doses to about 108 µM), without a hit: at the top dose activity change, negative = inhibition, hits mostly inhibitors; actives 1.1% (n = 580,000); AID 1671190; also: potency is read from the fitted curve at half-maximal effect; % is scaled to controls: 0 for no effect and ±100 for the full control effect
Target sequence (P18054 whole entry, looked up): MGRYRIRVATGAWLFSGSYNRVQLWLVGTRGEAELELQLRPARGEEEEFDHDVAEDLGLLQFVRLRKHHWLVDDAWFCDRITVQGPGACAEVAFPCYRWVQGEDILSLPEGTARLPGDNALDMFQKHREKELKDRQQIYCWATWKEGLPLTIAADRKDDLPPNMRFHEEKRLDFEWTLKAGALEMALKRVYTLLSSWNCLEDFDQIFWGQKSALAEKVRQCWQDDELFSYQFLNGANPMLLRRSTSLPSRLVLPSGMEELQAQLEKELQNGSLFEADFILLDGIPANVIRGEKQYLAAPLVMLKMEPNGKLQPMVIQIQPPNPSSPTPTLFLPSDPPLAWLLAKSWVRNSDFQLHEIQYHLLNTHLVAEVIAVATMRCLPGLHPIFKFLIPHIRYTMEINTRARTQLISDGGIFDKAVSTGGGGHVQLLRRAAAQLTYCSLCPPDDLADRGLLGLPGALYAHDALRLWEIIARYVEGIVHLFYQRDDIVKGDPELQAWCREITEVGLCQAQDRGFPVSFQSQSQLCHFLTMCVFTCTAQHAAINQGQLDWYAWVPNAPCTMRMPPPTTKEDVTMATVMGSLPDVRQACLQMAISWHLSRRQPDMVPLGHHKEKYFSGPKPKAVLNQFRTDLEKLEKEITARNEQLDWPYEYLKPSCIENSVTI
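Hydroperoxide product was detected by ferrous iron/xylenol orange as the 573 to 405 nm absorbance ratio. Arachidonic acid at 40 uM (final) was turned over for 30 min at room temperature by 150 nM human 12hLO, pH 7.0 Hepes buffer, after 15 min compound preincubation.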
Vif-A3G inh: inhibitors of Vif-APOBEC3G interaction; Q9HC16; HeLa A3G-eYFP + Vif (tagged APOBEC3G with the HIV-1 protein that degrades it), YFP fluorescence, overnight; Potency, µM (top dose mostly 46.1 µM), for the others: at the highest dose activity, negative = active, actives largely listed as inhibitors; actives 0.076% (n = 410,000); AID 602310;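 also: potency is read from the fitted curve at half-maximal effect; % is scaled to controls: 0 for no effect and ±100 for the full control effect; nearly all actives have a fitted effect of over 60% in size; hits raise eYFP signal because A3G escapes Vif-driven loss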
Target sequence (Q9HC16 whole entry, looked up): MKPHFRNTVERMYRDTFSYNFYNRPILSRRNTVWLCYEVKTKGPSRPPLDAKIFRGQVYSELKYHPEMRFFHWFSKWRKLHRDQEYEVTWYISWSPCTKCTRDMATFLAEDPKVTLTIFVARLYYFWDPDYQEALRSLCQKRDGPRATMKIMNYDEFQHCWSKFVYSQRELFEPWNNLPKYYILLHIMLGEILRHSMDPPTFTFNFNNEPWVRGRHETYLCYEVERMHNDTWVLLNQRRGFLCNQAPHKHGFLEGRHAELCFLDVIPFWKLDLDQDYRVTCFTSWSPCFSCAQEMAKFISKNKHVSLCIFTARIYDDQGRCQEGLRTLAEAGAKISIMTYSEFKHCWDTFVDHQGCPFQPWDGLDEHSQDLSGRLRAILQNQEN
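HeLa cells stably expressing Vif and C-terminally eYFP-tagged A3G, seeded overnight at 37 deg C, then exposed to compound by pintool overnight at 37 deg C. Rise in yellow fluorescence (Ex 488/Em 500-530, Acumen) marks blocked Vif-driven A3G degradation.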
Glioma ERSR ind: ER stress response induction in glioma; U87-MG GRP78 promoter luciferase reporter, 16 h; Potency, µM, inactives show at the highest dose activation, most hits filed as activators; actives 0.02% (n = 420,000); AID 602332; also: potency is read from the fitted curve at half-maximal effect; series mostly up to about 76 µM; % of control where 0% means no effect; nearly all actives have a fitted effect of over 35% in size
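Stably transfected U87-MG glioma cells carrying a GRP78-based luciferase sensor; 16 h compound incubation. Luminescence end-point read 10 min after Bright-Glo addition at room temperature.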
LDHA inh: LDHA (human) enzyme inhibition; purified LDHA, NADH/diaphorase-resazurin fluorescence; stronger effect = lower value; activity change, % (values are at about 110 or 230 µM); actives 0.15% (n = 480,000); P00338; AID 1347041; in the data active = activity change below about -30%; inconclusive = mostly about -25% to -30%;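 also: plate controls were DMSO wells for no effect and wells without enzyme for full effect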
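Resorufin fluorescence (ex540/em590), read at 0 and 20 min after diaphorase/resazurin addition, reports the NADH left after a 5 min room-temperature reaction of 2 nM human LDH5 with 0.06 mM NADH and 0.2 mM pyruvate.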
Vif-A3F inh: Vif-A3F binding inhibition; actives 0.2% (n = 390,000); AID 602313; HeLa A3F-eYFP + Vif (tagged APOBEC3F with the HIV-1 protein that degrades it), YFP fluorescence increase; Potency, µM (top dose mostly 46.1 µM), without a hit: top-dose activity, negative = active; also: potency is read from the fitted curve at half-maximal effect; % of control where 0% means no effect; nearly all actives have a fitted effect of over 65% in size
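HeLa cells stably expressing A3F-eYFP plus Vif, plated and incubated overnight at 37 deg C, then exposed to compounds overnight at 37 deg C. Blocked degradation read as raised yellow fluorescence (Ex 488/Em 500-530).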
D2 ag: activates the human D2 dopamine receptor | activation, % at 2 µM | actives 0.53% (n = 340,000) | P14416 | AID 485358 | HEK293 T-REx D2 cells, calcium flux agonist mode;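 active = activation over 3 SD above normal in the single-dose calcium agonist read, cut at about 30% in these data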; also: 0% is about no effect
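Agonism scored from kinetic calcium signal (1 read/sec, 180 s) following compound pin transfer, after a 10 s baseline. Cells: HEK293 Trex line expressing inducible D2 receptor coupled to calcium, dye-loaded after overnight culture at 30 C.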
D2 antagonist: antagonists of human D2 dopamine receptor | P14416 | HEK293 TREx D2 cells, calcium flux, dopamine EC80 | inhibition, % at 10 µM | actives 2% (n = 340,000) | AID 485344; in the data active = inhibition above about 30%; also: 0% is about no effect
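Calcium flux kinetic readout in an inducible HEK293 TREx D2 line plated overnight at 30 C. After 180 s compound exposure, an EC80 dopamine challenge follows with another 180 s kinetic read to detect antagonism.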
ERG-DNA inh: blocks human ERG Ets domain binding to DNA; P11308; fluorescence polarization, His-ERG Ets domain / labelled DNA; Potency, µM (top dose mostly 76.9 µM), without a hit: top-dose FP activity, negative = inhibition, hits mostly inhibitors; actives 0.028% (n = 370,000); AID 624246; active = well fitted inhibition curve with a large enough effect in the polarisation, with a control signal flat; inconclusive = small, poorly fitted or top-dose-only effect, or effect the other way, or a change in a side signal; inactive = no such curve, though single readings can be large or run the other way; the % refers to the polarisation;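 also: polarization taken with two DNA probes labelled with fluorescein and Texas red; potency is read from the fitted curve at half-maximal effect; % of control where 0% means no effect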
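His-tagged ERG Ets domain (1 uM in the protein solution; 300mM KCl, 50mM Tris-HCl, 1mM EDTA, 1mM DTT, pH 7.5) received compound, then a probe mix of 5 nM fluorescein-DNA and 100nM Texas-615-DNA. Fluorescence polarization was read for both dyes.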
* = called active by the depositor; i = inactive; ? = inconclusive; . = not tested or not shown; & = joins results of further samples; [ ] = dose if it differs, or a comment. Unless noted, calls follow the shape of the dose curve; as a rule, active = well fitted curve in the direction sought with a large enough effect; inconclusive = small, poorly fitted or top-dose-only effect, or another doubt; inactive = no such curve, though single readings can be large; an effect the other way counts as inactive or inconclusive. Only part of the results is shown; the hit share may differ from the screen's.

SMILES	RGS4 inhibitor	ALOX12 inh	Vif-A3G inh	Glioma ERSR ind	LDHA inh	Vif-A3F inh	D2 ag	D2 antagonist	ERG-DNA inh
Cc1ccc(S(=O)(=O)NCc2cn3c(C)csc3n2)cc1	-3%	1%	1%	0%	-7	3%	0.1	-16	7%
Cc1ccccc1N(C)S(=O)(=O)c1ccc2[nH]cc(C(=O)NCC3CCCO3)c(=O)c2c1 (centres undefined)	-16%	.	0%	-3%	-2	-1%	-0.1	1	13%
CC1CC(C)(C)CC2(C1)NC(=S)N(c1ccccc1)N2 (centres undefined)	?	?	-20%	5%	-3	-17%	-0.4	22	-3%
C=CCOc1ccc(CNn2cn[nH]c2=S)cc1	-12%	?	0%	-4%	-7	-3%	-0.3	5	1%
COc1ccc(CC(=O)N/N=C(\C)CC(=O)Nc2ccc3c(c2)OCCO3)cc1	-11%	-12%	3%	-3%	-1	-5%	-0.3	28	8%
COc1ccc(NC(=O)Nc2cccc3c2O[C@@H](CN(C)S(=O)(=O)c2cn(C)cn2)[C@@H](C)CN([C@H](C)CO)C3=O)cc1	-5%	2%	-5%	-5%	0	2%	.	.	2%
COc1ccc(-n2ncc(C(=O)N3CCN(C(=O)c4ccco4)CC3)c2C2CCN(C(=O)OC(C)(C)C)CC2)cc1	-11%	-2%	-1%	-2%	3	-5%	0.8	.	4%
Cc1ccc(S(=O)(=O)CC(=O)NC(C)c2ccccc2)cc1 (centres undefined)	-13%	2%	2%	-1%	-2	-7%	0.4	5	8%
CC(C)n1c(SCC(=O)c2ccc(F)cc2)nc2c(sc3ccccc32)c1=O	44%	1%	-3%	-2%	-10	-8%	0.7	.	0%
CCCOCC(O)CCc1n[nH]c(=S)n1-c1ccccc1 (centres undefined)	3%	?	-2%	-2%	-7	9%	.	.	-5%
CC(=O)Nc1nonc1-c1nnc(SCc2ccc(F)cc2Cl)n1C	0%	8%	-1%	1%	5	2%	-1.6	.	-1%
Cc1ccc(N2CC(c3nc4ccccc4[nH]3)CC2=O)c(C)c1 (centres undefined)	-14%	6%	0%	-2%	-1	5%	-0.3	-7	7%
CCCCOC(=O)c1ccc(NC(=O)C(=O)NCCN(C)C)cc1	16%	?	0%	2%	-1	3%	1.5	-5	24%
O=C1CSC(=Nc2ccccc2[N+](=O)[O-])N1	-9%	-15%	1%	-2%	-4	7%	-0.2	12	-1%
Cc1cc(C)cc(-n2c(C)cc(/C=N/NC(=O)c3ccncc3)c2C)c1	-8%	32%[activator]	6%	-1%	2	0%	-0.7	8	1%
Cc1ccc(NC(=O)CN(C)S(=O)(=O)c2ccc3c(c2)n(C)c(=O)c(=O)n3C)cc1C	33%	-21%	-2%	3%	1	-6%	-0.9	.	0%
COc1ccc(N2CCN(C(=O)CNS(=O)(=O)c3ccc(Br)s3)CC2)cc1	-4%&-6%	?	3%&5%	0%&-1%	-6&0	10%&-6%	-2.4&-0.7	0	0%&-1%
CCOc1ccc(OCCC(=O)N(CC)CC(=O)NCc2ccc(Cl)cc2)cc1	11%	-3%	-2%	2%	-1	9%	-1.3	-12	-2%
CS(=O)(=O)c1ccc(C(=O)Nc2cccc(-c3nc4ccccc4[nH]3)c2)cc1	-22%	-11%	-12%	-1%	-5	11%	0.3	-4	-25%
CN(C(=O)c1ccccc1)c1ccc(OCC(=O)NC2CCS(=O)(=O)C2)cc1 (centres undefined)	16%	-16%	-1%	-3%	-9	-5%	-0.3	-8	.

Whole records as entered above. Order of screens: RGS4 inhibitor | ALOX12 inh | Vif-A3G inh | Glioma ERSR ind | LDHA inh | Vif-A3F inh | D2 ag | D2 antagonist | ERG-DNA inh
Shown for CN(C(=O)c1ccccc1)c1ccc(OCC(=O)NC2CCS(=O)(=O)C2)cc1 (centres undefined) = 16% | -16% | -1% | -3% | -9 | -5% | -0.3 | -8 | .
Shown for Cc1ccc(NC(=O)CN(C)S(=O)(=O)c2ccc3c(c2)n(C)c(=O)c(=O)n3C)cc1C = 33% | -21% | -2% | 3% | 1 | -6% | -0.9 | . | 0%
Shown for CS(=O)(=O)c1ccc(C(=O)Nc2cccc(-c3nc4ccccc4[nH]3)c2)cc1 = -22% | -11% | -12% | -1% | -5 | 11% | 0.3 | -4 | -25%

Next part:
SMILES	RGS4 inhibitor	ALOX12 inh	Vif-A3G inh	Glioma ERSR ind	LDHA inh	Vif-A3F inh	D2 ag	D2 antagonist	ERG-DNA inh
Cc1ccccc1N=C1c2ccccc2C(=O)C1[N+](=O)[O-] (centres undefined)	-11%	-5%	1%	1%	4	-1%	1.1	-7	1%
O=C(Nc1ccccc1)c1snc2c(=O)[nH]cnc12	-10%	-58%	-6%	7%	-6	13%	-0.2	4	-17%
CN1CCN(C(=O)NCC23CC4CC(CC(C4)C2)C3)CC1	2%	0%	-2%	0%	-1	0%	-0.2	4	1%
CN(CCOc1ccccc1)Cc1nc2cc(Cl)ccc2c(=O)[nH]1	24%	1%	2%	2%	-1	-15%	-1.7	-18	-6%
NS(=O)(=O)c1cc2c(cc1Cl)NC(CC1CCCC1)NS2(=O)=O (centres undefined)	-5%	-39%	-2%	-4%	-6	-3%	1.6	-8	-1%
C=CCN1C(=O)C2C(C(=O)NC)C3(C)C=CC2(O3)C1C(=O)NCc1ccc(OC)cc1 (centres undefined)	-2%	0%	-1%	-2%	2	-9%	0.5	8	-4%
O=C(CCNS(=O)(=O)c1ccccc1Cl)OCc1nnc(-c2ccccc2Cl)o1	-7%	8%	-14%	-3%	-1	4%	.	.	2%
Cc1ccc(S(=O)(=O)NC(CN2CCOCC2)=NCCNS(=O)(=O)c2ccccc2)cc1	16%	0%	-5%	6%	-3	2%	0.8	-8	5%
CC(=O)N/C(=C\c1ccc(F)cc1)C(=O)NC(C(=O)O)C(C)C (centres undefined)	-16%	-57%	-6%	-2%	1	-20%	0.9	-7	-5%
CC(C)CN(C(=O)c1cccc(F)c1)c1c(N)n(CC(C)C)c(=O)[nH]c1=O	0%	4%	-2%	-4%	-4	17%	0.4	2	-2%
CCCN(CC(=O)Nc1cc(Cl)ccc1Cl)C(=O)/C=C/c1ccco1	30%	?	-6%	2%	-1	-1%	0.2	-16	-7%
COc1ccc(OC(=O)c2cc3ccccc3o2)cc1	-40%	30%[activator]	1%	-5%	-3	6%	-0.3	4	-5%
O=c1c2sc(-c3ccccc3)cc2nc2n1CCC2	1%	0%	-9%	-13%	-10	-1%	18	-4	1%
CCOC(=O)N1CCN(S(=O)(=O)c2cc(Br)cc3c2N(C(=O)C2CC2)CC3)CC1	-3%	-15%	-1%	-4%	-2	.	0.4	23	-4%
COc1ccc(-c2nnc3ccc(SCC(=O)Nc4nccs4)nn23)cc1OC	-16%	?	-13%	-1%	-3	-6%	-0.6	4	15%
CCCNC(=O)N1CCC(c2nc3ccccc3s2)CC1	29%	2%	5%	-4%	-4	-1%	-0.1	8	-10%
CC(C)CCN1CCNC(=O)C1CC(=O)N(C)CCCN1CCOCC1 (centres undefined)	24%	-1%	1%	-4%	-4	-9%	0.0	3	7%
Cc1cc(C(=O)O)c(C)n1-c1ccccc1	-3%	-5%	-4%	-3%	-5	-1%	0.6	6	11%
COc1ccc(F)cc1-c1cc(C(=O)NCc2cccc(Cl)c2)[nH]n1	.	-27%	-7%	1%	-5	.	.	.	.
CCc1ccc(C(=O)CSc2nc(N)cc(=O)[nH]2)cc1	-14%	36%[activator]	0%	0%	1	6%	-0.1	14	6%
CCc1ccccc1NC(=O)C1CCN(c2nc3ccccc3[nH]2)CC1	2%	-30%	-1%	-3%	-12	-1%	-0.1	.	1%
CCOC(=O)c1[nH]c(CSc2nnnn2-c2ccccc2C)c(C(=O)OCC)c1C	18%	-16%	-5%	-4%	-8	3%	1.2	-10	0%
N#C/C(=C/c1cccn1-c1cccc(C(=O)O)c1)c1ccc(F)cc1	-6%	?	-4%	-3%	-9	3%	0.5	-16	4%
COc1ccc(NC(=O)CSc2nnc(CNc3ccc(F)cc3)o2)c(OC)c1	6%	2%	-4%	-2%	0	.	.	.	4%
Cc1cc(C(=O)NNC(=O)c2ccccc2[N+](=O)[O-])c(C)o1	1%	9%	1%	-1%	-11	9%	-0.1	6	.
O=C(OCc1ccccc1)N1CCC2CC1c1ccc(N3CCNCC3)cc12 (centres undefined)	.	0%	2%	3%	-14	-1%	.	.	.
CN(C)CCCNC(=O)c1ccc(-c2ccccc2)cc1	-29%	i	0%	-3%	-5	1%	-1.0	4	-3%
COC(=O)c1cc(NC(=O)C2(S(=O)(=O)c3ccc(Cl)cc3)CC2)cc(C(=O)OC)c1	-22%	-4%	-3%	-2%	-4	6%	0.2	-1	8%
O=C(CCC1CCCC1)N1CCc2c([nH]c3ccccc23)C1c1ccc(Cl)cc1 (centres undefined)	4%	0%	0%	-5%	-1	1%	1.0	.	-1%
Cc1ccc2[nH]c(=O)c(CN(CCN3CCOCC3)C(=O)Nc3ccccc3F)cc2c1	3%	285%[activator]	2%	-2%	-1	-26%	0.8	-18	-6%
Cc1cc2cc(CN3C(=O)c4ccccc4C3=O)ccc2n1C	14%	-1%	-7%	-3%	3	6%	-0.6	8	?
CC(=O)N1CCN(c2ccc(N=Cc3c(O)n(Cc4ccccc4)c(=O)[nH]c3=O)cc2)CC1	-28%	-24%	-10%	-3%	-2	-10%	4.3	-10	-2%
CN(C)CCNC(=O)COc1cccc(Cl)c1	10%[11.4 µM]	?	0%	-4%	-8	-4%	-0.2	6	2%
